# Screening data: PubChem BioAssay, Sanford-Burnham Center for Chemical Genomics
# SENP1 inh: SENP1 (human) catalytic domain inhibition | recombinant SENP1 catalytic domain, CyPet-SUMO1-YPet FRET cleavage | inhibition, % at 10 µM | actives 0.21% (n = 360,000) | AID 624204;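 active means inhibition at least 30% at 10 µM, raw YFP signal under a set limit, fluorescence ratio 0.5 to 1.5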;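 further: 0% = enzyme with DMSO and 100% = no enzyme wells; some results filed as inactive read as strong as hits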
#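 Test system: human SENP1 catalytic domain; medium: Tris pH 8 buffer plus EDTA, NaCl, BME, BSA, NP40, catalase; incubation: 50 min reaction at room temperature; technique: FRET, CFP and YFP emission; controls: no-enzyme low control and enzyme-plus-DMSO high control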
# SENP6 block: blocks the human protease SENP6; Recombinant SENP6 catalytic domain, aminoluciferin luminescence; inhibition, % at 10 µM; actives 1.8% (n = 330,000); AID 2599;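 active means inhibition above about 50% at the single tested dose, limit read from the data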;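 further: plate controls were DMSO wells with enzyme for no effect and DMSO wells lacking enzyme for full effect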
# NR3A LBD binder: NR3A (human) ligand-binding domain modulation; Tm shift relative to glycine control, % at 25 µM; AID 1259313; NR3A LBD differential scanning fluorimetry, Tm shift; 0% = protein alone, 100% = glycine-bound protein; actives 2.5% (n = 340,000);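 active means melting temperature shift of at least 10% of the positive control shift, at one fixed dose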
# ATG4B inhibitor: ATG4B (human) cysteine protease inhibition; Q9Y4P1; ATG4B cleavage of LC3-PLA2, NBD-HPC fluorescence, 1 h; actives 0.51% (n = 340,000); inhibition, % at 8.33 µM; in the data active means inhibition above about 40%
# Target sequence (Q9Y4P1 whole entry, looked up): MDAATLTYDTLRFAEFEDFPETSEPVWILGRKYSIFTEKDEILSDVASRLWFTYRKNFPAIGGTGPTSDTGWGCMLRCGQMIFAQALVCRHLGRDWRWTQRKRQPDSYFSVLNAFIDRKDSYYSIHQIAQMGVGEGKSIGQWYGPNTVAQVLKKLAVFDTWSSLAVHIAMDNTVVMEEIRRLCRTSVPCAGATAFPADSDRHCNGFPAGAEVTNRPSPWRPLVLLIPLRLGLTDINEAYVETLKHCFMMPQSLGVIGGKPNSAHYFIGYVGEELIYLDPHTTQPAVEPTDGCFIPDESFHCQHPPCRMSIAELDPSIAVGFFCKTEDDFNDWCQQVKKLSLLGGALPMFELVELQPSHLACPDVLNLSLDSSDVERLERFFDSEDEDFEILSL
# PfGluPho inh: PfG6PD (Plasmodium falciparum) enzyme inhibition; PfGluPho enzyme, NADPH resazurin-diaphorase fluorescence; inhibition, % at 20 µM; actives 0.78% (n = 350,000); AID 504690;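 active means inhibition reaching at least a set limit at 20 µM in the primary screen, cut at about 59% in these data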;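 further: 0% = DMSO wells with substrate and 100% = DMSO wells lacking glucose-6-phosphate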
# hIAP act: increases human intestinal alkaline phosphatase activity | AID 2524 | actives 0.16% (n = 330,000) | activation factor at 10 µM | purified human IAP, CDP-Star luminescence, 30 min; active compounds read high; 1 = vehicle-only enzyme, 0 = enzyme-free background;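 active means activation factor of the enzyme at least 2-fold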; further: the source names both 10 and 20 µM as test concentration; values of inactives mirror those of a sister screen read the other way
# Target sequence (P09923 whole entry, looked up): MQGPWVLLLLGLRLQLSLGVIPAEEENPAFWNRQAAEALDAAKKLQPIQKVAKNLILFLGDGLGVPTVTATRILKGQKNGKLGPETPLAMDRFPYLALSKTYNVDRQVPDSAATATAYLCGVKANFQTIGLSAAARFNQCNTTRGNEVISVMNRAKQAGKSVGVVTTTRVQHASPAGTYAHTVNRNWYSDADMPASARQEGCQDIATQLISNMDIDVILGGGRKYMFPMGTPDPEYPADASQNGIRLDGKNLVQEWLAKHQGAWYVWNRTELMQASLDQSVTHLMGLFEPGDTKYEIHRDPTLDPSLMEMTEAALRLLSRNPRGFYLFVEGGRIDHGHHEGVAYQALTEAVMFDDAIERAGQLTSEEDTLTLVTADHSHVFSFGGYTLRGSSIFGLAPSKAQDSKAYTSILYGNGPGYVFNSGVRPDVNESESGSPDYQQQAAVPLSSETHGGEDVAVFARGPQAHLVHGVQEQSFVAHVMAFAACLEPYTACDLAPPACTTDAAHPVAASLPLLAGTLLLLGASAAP
# MPTP block: inhibitors of mitochondrial permeability transition pore | isolated mouse mitochondria, Ca2+ swelling absorbance, 30 min | inhibition, % at 10 µM | actives 1.4% (n = 360,000);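 active means inhibition of 50% or more, scaled per plate between neutral and stimulator controls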;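 further: 0% = DMSO wells given calcium and 100% = 1 mM EGTA wells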
# SENP8 inh: SENP8 (human) protease inhibition. actives 0.64% (n = 360,000). inhibition, % at 20 µM. recombinant SENP8, Nedd8 substrate fluorescence; in the data active means inhibition mostly above about 40%, no sharp cut-off; inactive means mostly below about 27%
# * marks the source's active call; other numbers are inactive results; / = not tested or not shown. Rows were taken by chance; overall some 6.7% were active at least once.
# Start of the data: the first 2 entries (preview)
SMILES,SENP1 inh,SENP6 block,NR3A LBD binder,ATG4B inhibitor,PfGluPho inh,hIAP act,MPTP block,SENP8 inh
COc1ccc(OC)c(NC(=O)Cc2coc3ccc(C)cc23)c1,1,-5,2,0,31,0.88,3.4,7
COc1c2c(nc3occc13)C(CCC(C)(C)O)(OC)C(O)CC2 (configuration not stated),-1,-6,0,1,-14,1.1,-0.5,26

# The whole of this part (from the top)
SMILES,SENP1 inh,SENP6 block,NR3A LBD binder,ATG4B inhibitor,PfGluPho inh,hIAP act,MPTP block,SENP8 inh
COc1ccc(OC)c(NC(=O)Cc2coc3ccc(C)cc23)c1,1,-5,2,0,31,0.88,3.4,7
COc1c2c(nc3occc13)C(CCC(C)(C)O)(OC)C(O)CC2 (configuration not stated),-1,-6,0,1,-14,1.1,-0.5,26
CC(C)NCCOCCOc1ccccc1F,-2,-10,1,0,-13,1.1,-7.0,15
Fc1ccccc1Cc1noc(CN2CCN(C/C=C/c3ccccc3)CC2)n1,1,12,2,1,-4,1,0.2,-1
CCOC(=O)C1=C(c2ccccc2)NC(=S)NC1c1cc([N+](=O)[O-])ccc1OC (configuration not stated),1,-10,-5,-17,32,1,-2.1,25
COC(=O)C1=C(SC)N(c2ccccc2)C(c2ccccc2)CC1=O (configuration not stated),0,-5,-3,4,-11,1,-0.6,14
c1cc2c(cc1C1CCCN1)OCCCO2 (configuration not stated),2,-7,0,5,1,0.89,0.5,10
COc1ccc(Cl)cc1NC(=O)NCC1CCN(Cc2cc(C)ccc2C)CC1,-2,-20,0,-5,11,1.2,-0.8,12
O=S(=O)(c1cccc2nsnc12)N1CCCC1,0,-9,-1,20,-3,0.97,0.0,11
COc1ccc(S(=O)(=O)N2CCOCC2)cc1NC(=O)COc1cccnc1[N+](=O)[O-],3,-2,0,-3,-9,1.1,-1.3,5
Cc1ccc(S(=O)(=O)N2CCC(C(=O)OC(C)C(=O)NCc3ccc4c(c3)OCO4)CC2)cc1 (configuration not stated),-2,-11,-2,-12,-11,0.96,1.3,20
Cc1cc2cc(CN(Cc3cccs3)C(=S)NCc3ccco3)c(=O)[nH]c2cc1C,-9,-17,6,5,2,0.86,3.9,-56
O=C(NC1CCCCC1)C(c1ccc(F)cc1)N(Cc1ccco1)C(=O)c1ccccn1 (configuration not stated),-2,-5,1,-3,-17,1.2,-2.8,-1
CC(C)CNC(=O)c1cc(-c2ccc3c(c2)OCO3)on1,1,42,-1,-16,2,1,1.6,-37
CCCCNC(=O)c1cccc(NC(=O)C(=O)c2ccccc2NC(C)=O)c1,1,0,-1,-1,0,0.93,-0.4,-1
COc1ccccc1C(=O)NCCC(=O)OCC(=O)Nc1ccc(S(N)(=O)=O)cc1,2,-20,0,-35,-10,1.1,-3.8,5
Brc1cnc(OCc2ccccc2)nc1OCc1ccccc1,2,/,1,1,-12,/,-0.2,4
CCOc1ccc(NC(=O)CCNC(=O)Cn2cnc3ccccc3c2=O)cc1,0,-10,1,-5,-18,1.1,-2.0,10
CC(C)(C)n1cnc2cc(NCc3ccc(Br)cc3)ccc21,0,-31,3,0,30,1.2,0.0,-29
Cn1c(N/N=C/c2c[nH]c3ccccc23)nc2ccccc21,-2,48,19*,-34,28,1.1,2.9,-47

# As entered above.
# COc1ccc(S(=O)(=O)N2CCOCC2)cc1NC(=O)COc1cccnc1[N+](=O)[O-] – SENP6 block = -2
# c1cc2c(cc1C1CCCN1)OCCCO2 (configuration not stated) – hIAP act = 0.89
# CC(C)NCCOCCOc1ccccc1F – NR3A LBD binder = 1

# (cont.)
SMILES,SENP1 inh,SENP6 block,NR3A LBD binder,ATG4B inhibitor,PfGluPho inh,hIAP act,MPTP block,SENP8 inh
O=c1oc2ccccc2c(Nc2ccc(F)cc2)c1[N+](=O)[O-],0,-8,-5,-4,1,0.98,0.0,6
CCCC1Cc2c(sc(N)c2C#N)CO1 (configuration not stated),-12,3,0,1,2,0.92,-2.7,1
CC(C)Cn1c(SCC(=O)N2CCc3ccccc3C2)nc(O)cc1=O,-1,-13,1,-10,-3,1,-1.2,2
CC1=C(C(=O)Nc2cccc(F)c2)C(c2ccsc2)C2=C(CC(C)(C)CC2=O)N1 (configuration not stated),-69,-7,-4,2,-9,0.99,-0.1,-405
CCOc1ccc(/C=N/n2c(COc3ccccc3)n[nH]c2=S)cc1OC,0,-22,15*,-6,25,0.97,1.7,14
C[C@@H]1CN([C@H](C)CO)C(=O)CCCn2nncc2CO[C@H]1CN(C)S(=O)(=O)c1cccc(C#N)c1,0,/,/,/,-14,/,-0.3,23
O=C1OCCN1C(=O)[C@H]1[C@H](c2ccc([N+](=O)[O-])cc2)C(c2ccccc2)=NN1c1ccc(Br)cc1,2,/,9,-5,18,/,0.8,-7
CN(C)C(=O)c1cc(C(=O)c2ccc(C(F)(F)F)cc2F)c[nH]1,2,-28,0,-2,-11,1.1,0.4,5
CCc1c(C(=O)c2ccc(Cl)cc2)oc2c(C)c3oc(=O)cc(C)c3cc12,/,-32,0,-7,-23,0.89,/,/
COC(=O)c1cn[nH]c1NC(=S)Nc1ccccc1C,0,-2,2,1,15,0.98,0.0,27
C/C(=N/NC(=O)CNC(=O)c1ccncc1)c1ccco1,2,1,-1,2,10,1,1.5,23
Cc1ccc(-n2nc3c(c2NC(=O)c2cc4ccccc4o2)CS(=O)(=O)C3)cc1,2,-12,0,-6,-5,1,-0.5,5
CC(=O)Nc1ccc(OCC(O)CN2CCN(c3ccc(Cl)cc3)CC2)cc1 (configuration not stated),2,-4,2,6,-12,1.1,0.1,16
Cc1cccc(NC(=S)NCCc2ccc(F)cc2)c1C,2,-2,-1,21,-10,1.1,0.7,-2
CC(=O)Nc1ccc(S(=O)(=O)NC2=NCN(CCOC(=O)c3ccccc3)CN2)cc1,1,3,1,-17,-20,1.2,-4.9,23
CCOC(=O)c1c(NC(=O)c2ccc(N3C(=O)[C@@H]4[C@H](C3=O)[C@H]3C=C[C@@H]4C3)cc2)sc2c1CC(C)CC2 (some centres not stated),-1,-15,-2,-5,6,0.93,3.0,-394
CCOc1ccc(-c2cc(C(=O)Nc3ccc4c(c3)OCCO4)c3ccccc3n2)cc1,-1,-8,-1,9,7,0.84,-2.7,-101
CSCCC(NS(=O)(=O)c1ccc2c(c1)OCCO2)C(=O)N(C)Cc1ccccc1F (configuration not stated),2,-13,-1,-6,7,0.91,-1.4,1
O=C(NN1CCCCC1)c1cccc(COc2ccc(Cl)cc2)c1,2,11,0,-8,-2,1.1,2.8,0
COC(=O)c1c(NC(=O)CCNCc2ccco2)sc2c1CCC2,-1,1,0,5,1,1.2,1.3,-46

# Only SENP1 inh and hIAP act (two entries from above):
SMILES,SENP1 inh,hIAP act
O=C(NN1CCCCC1)c1cccc(COc2ccc(Cl)cc2)c1,2,1.1
COC(=O)c1c(NC(=O)CCNCc2ccco2)sc2c1CCC2,-1,1.2

# Other entries follow:
SMILES,SENP1 inh,SENP6 block,NR3A LBD binder,ATG4B inhibitor,PfGluPho inh,hIAP act,MPTP block,SENP8 inh
COc1ccc(OC(C)C(=O)N(C)Cc2nc(-c3ccccc3)no2)cc1 (configuration not stated),2,-8,-3,2,-1,0.94,2.1,11
C#Cc1ccc([C@H]2C=C(C(=O)O)O[C@@H](OCCCCO)C2)cc1,4,-16,1,5,-21,0.85,0.4,-16
Cc1ccc(N(CC(=O)NC(C)(C)C)C(=O)CNC(=O)c2cccs2)cc1C,2,8,0,0,-6,1.1,-1.9,16
S=C1NC2(CCCCC2)Nc2ccccc21,-49,2,12*,-7,17,0.9,-1.3,-334
O=C(CN1C(=O)c2cccc([N+](=O)[O-])c2C1=O)N1CCc2ccccc2C1,-7,/,/,/,8,/,0.8,5
O=C(Cn1c(O)c(/C=C2\C=Nc3ccc(Br)cc32)sc1=O)N1CCCC1,-16,1,-8,14,-8,0.93,3.5,-1
O=C(Nc1ccccc1)c1nnsc1S(=O)c1ccc(Cl)cc1 (configuration not stated),2,3,-7,-5,64*,0.86,-2.4,18
Cc1noc(NS(=O)(=O)c2ccc(NC(=O)c3oc4ccc(F)cc4c3C)cc2)c1C,-2,-4,-11,-12,-35,1,1.4,-17
CC(C)NC(=S)n1cc(C(=O)c2cc(Cl)cc(Cl)c2O)cn1,-32,-11,-1,-12,-3,1.1,-0.4,-105
Cc1ccc(NNC(=O)c2cc(C(C)(C)C)nn2Cc2ccccc2)cc1,1,5,0,0,20,1,13,39
O=C1C2C3c4ccccc4C(c4ccccc43)C2C(=O)N1c1nc(-c2ccccc2)cs1 (configuration not stated),1,-5,-9,-9,4,0.88,-0.3,29
Cc1ccc(NC(=O)C2CCCN2C(=O)c2cccs2)c(C)c1 (configuration not stated),1,-31,-1,-2,-14,1.1,-1.0,12
COc1ccccc1NC(=O)c1oc2ccccc2c1C,1,/,/,/,46,/,0.3,3
Fc1ccccc1-c1nnc2ccc3ccccc3n12,1,4,0,2,49,0.81,3.9,-48
CCOC(=O)c1cn(Cc2ccccc2)c2cc(C)nn2c1=O,-3,-8,11*,-15,8,1.1,1.3,-366
CCCn1nc(NS(=O)(=O)c2cccc3nonc23)c2cc3cc(C)ccc3nc21,-7,-20,-1,5,-16,1.1,0.9,17
COc1cc(C(=S)N2CCOCC2)cc(OC)c1OS(=O)(=O)c1ccc(NC(C)=O)cc1,1,-6,-1,0,-3,1.1,1.0,39
Cc1ccc2c(c1)N(C(=O)NC1CCCCC1)C(C)(C)CC2C (configuration not stated),-1,4,1,1,-23,1,2.4,13
CC(C)CCSc1nc2[nH]ncc2c(=O)[nH]1,1,-9,0,-6,1,1.2,-0.2,11
CCOC(=O)C1=C(N)OC2=C(C(=O)CCC2)C1c1ccco1 (configuration not stated),-11,16,-5,-4,38,0.95,-4.1,-8
CCOc1ccc(-c2noc(CCCC(=O)NC3CCCC3)n2)cc1OC,0,-9,4,-6,0,1,-0.5,13
O=C1N=c2ccccc2=C1c1sc(=S)n(NC(=O)c2cccc(O)c2)c1O,-6,/,-2,-5,-6,/,5.0,-2
CC1(c2ccccc2)NC(=O)N(CC(=O)Nc2ccc(S(=O)(=O)NC3=NCCCCC3)cc2)C1=O (configuration not stated),0,/,0,8,-7,/,-0.4,8
O=C(CSC1=NS(=O)(=O)c2cc(F)ccc2N1)NCc1ccc(F)cc1,0,-14,-3,3,-23,0.91,-1.7,2
O=[N+]([O-])c1cccc(Cl)c1CSc1ccccn1,0,-20,2,9,-8,0.99,2.0,18
Cc1cc(S(=O)(=O)N2CCCC2)ccc1OCC(=O)N1CCC(C(N)=O)CC1,0,-2,-1,3,-18,0.89,-0.6,6
COc1ccc(NC(=O)CS(=O)(=O)c2cn(CC(=O)N3CCOCC3)c3ccccc23)cc1,1,-5,1,6,-12,1.1,0.1,26
CCN(CC)CCCN(CC(=O)N(C)Cc1ccccc1)C(=O)c1ccc([N+](=O)[O-])cc1,0,-5,-2,0,-5,1.1,0.2,10
Cc1ccc(C(=O)N/C(=C\c2cn(S(=O)(=O)N(C)C)c3ccccc23)C(=O)N2CCCC2)cc1,-1,-19,3,-5,4,1.1,-2.1,4
CC(Sc1ccsc1[N+](=O)[O-])C(=O)NCCc1ccc(Cl)cc1 (configuration not stated),1,8,-8,23,5,0.91,26,42*
CCc1cc2c(=O)[nH]c(N3CCCC3)nc2s1,-14,-6,-2,3,-4,1,-4.7,-264
CC(=O)c1ccc(OC(=O)Cc2cccc3ccccc23)cc1,3,-19,2,-2,-9,0.97,0.2,-1
Cc1ccc2[nH]c3c(c2c1)CCN(C)C3,-59,5,-1,4,-11,1.1,0.6,-140
COc1ccc(-c2ccc(NS(=O)(=O)c3cc([N+](=O)[O-])ccc3C)cc2)nn1,-1,7,-4,-3,-24,0.87,0.5,6
CC(=O)c1ccc(NC(=O)CSCC(=O)Nc2ccc3ccccc3c2)cc1,1,-3,13*,-16,-2,1.8,-4.9,1
